M5 ag: human M5 muscarinic receptor agonists, primary screen, CHO-K1 cells, Fluo-8 calcium fluorescence | AID 624037, 2012 | 360,000 compounds, 0.19% hits | CHO-K1 hM5 cells; 0% DMSO wells, 100% maximal acetylcholine response | Muscarinic acetylcholine receptor M5 (Homo sapiens), P08912 | activation, % at 3 µM;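 active = activation above the run's mean over test compounds plus 3 SD, cut at about 23% in these data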;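 note: signal is peak over basal fluorescence ratio across the kinetic read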
CHRM5 PAM: human M5 muscarinic receptor positive allosteric modulators, primary screen, CHO-K1 cells, Fluo-8 calcium fluorescence. Muscarinic acetylcholine receptor M5 (Homo sapiens), P08912. CHO-K1 hM5, ACh EC20 PAM; 0% = ACh EC20, 100% = ACh EC100. activation, % at 3 µM. 360,000 compounds, 0.3% hits;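 active = activation above the run cutoff, the mean activation of all test compounds plus 3 SD, cut at about 18% in these data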
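System: CHO-K1 cell line with stable human muscarinic M5 receptor expression | Also added: EC20 acetylcholine as agonist stimulus | Compound: One concentration, 3 µM final (nominal) | Timing: Fluo-8 loading 80 min at 37 °C plus 30 min room temperature | Measured by: Fluo-8 calcium dye fluorescence, kinetic read | Read-out basis: % activation, ACh-normalized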
M1 PAM: human M1 muscarinic receptor positive allosteric modulators, primary screen, CHO-K1 cells, Fluo-8 calcium fluorescence, 1536-well | 360,000 compounds, 0.088% hits | CHO-K1 hM1, ACh EC20; 0% = ACh EC20, 100% = maximal ACh | activation, % at 3 µM | AID 588819, 2011 | Muscarinic acetylcholine receptor M1 (Homo sapiens), P11229; in the data active = activation above about 19%, passing the limit was not always enough
Target sequence (P11229 whole entry, looked up): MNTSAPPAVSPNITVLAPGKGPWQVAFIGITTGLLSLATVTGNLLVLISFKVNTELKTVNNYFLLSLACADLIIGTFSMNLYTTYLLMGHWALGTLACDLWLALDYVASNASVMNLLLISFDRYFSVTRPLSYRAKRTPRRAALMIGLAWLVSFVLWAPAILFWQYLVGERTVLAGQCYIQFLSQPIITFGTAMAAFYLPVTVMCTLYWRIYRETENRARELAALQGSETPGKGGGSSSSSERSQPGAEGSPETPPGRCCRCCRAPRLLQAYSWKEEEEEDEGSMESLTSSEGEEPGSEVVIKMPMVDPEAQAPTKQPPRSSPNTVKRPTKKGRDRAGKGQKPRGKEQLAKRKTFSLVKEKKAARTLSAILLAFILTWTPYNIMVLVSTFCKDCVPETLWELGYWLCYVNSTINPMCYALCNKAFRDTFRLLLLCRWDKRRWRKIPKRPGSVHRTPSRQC
CRFBP-R2 agonist: agonists of CRF-BP/CRF-R2 complex, primary screen, cell-based, HEK293, calcium dye fluorescence, uHTS; AID 588473, 2011; CRF-binding protein / CRF receptor 2 complex (human); calcium dye fluorescence (FLIPR); percent of saturating CRF peptide response; 350,000 compounds, 0.46% hits; activation, % at 13.2 µM;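 active = activation of at least 50%, plus an integration ratio under a set limit after plate pattern correction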;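 note: plate controls were neutral control wells without compound for no effect and CRF at EC100 for full effect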
M4 PAM: human M4 muscarinic receptor positive allosteric modulators, primary screen, CHO-K1 cells, Fluo-8 calcium fluorescence. Muscarinic acetylcholine receptor M4 (Homo sapiens), P08173. CHO-K1 hM4/Gqi5, ACh EC20; 0% = ACh EC20, 100% = maximal ACh. activation, % at 3 µM. 360,000 compounds, 0.4% hits. AID 624126, 2012;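 active = activation above its plate's cutoff, the mean activation of sample wells plus 3 SD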; note: some results filed as inactive read as strong as hits
Target sequence (P08173 whole entry, looked up): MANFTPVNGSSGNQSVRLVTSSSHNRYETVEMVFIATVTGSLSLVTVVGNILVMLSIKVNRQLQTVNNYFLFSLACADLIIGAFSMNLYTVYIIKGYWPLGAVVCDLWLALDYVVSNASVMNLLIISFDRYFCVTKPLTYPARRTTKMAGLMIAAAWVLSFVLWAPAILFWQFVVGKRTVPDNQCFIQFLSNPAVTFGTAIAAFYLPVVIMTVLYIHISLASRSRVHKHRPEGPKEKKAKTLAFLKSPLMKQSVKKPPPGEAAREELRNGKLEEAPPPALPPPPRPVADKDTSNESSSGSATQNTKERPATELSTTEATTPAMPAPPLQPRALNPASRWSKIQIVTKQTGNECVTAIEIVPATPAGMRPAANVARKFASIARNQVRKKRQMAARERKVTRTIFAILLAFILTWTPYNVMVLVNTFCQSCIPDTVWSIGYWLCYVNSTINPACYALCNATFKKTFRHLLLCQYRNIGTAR
M1 antag: human M1 muscarinic receptor antagonists, primary screen, CHO-K1 cells, Fluo-8 calcium fluorescence, 1536-well; Muscarinic acetylcholine receptor M1 (Homo sapiens), P11229; CHO-K1 hM1, ACh EC80 antagonist; inhibition, % at 3 µM; 360,000 compounds, 1.3% hits; AID 588852, 2011;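 active = percent inhibition above its own plate's cutoff, namely the mean of that plate's compound wells plus 3 SD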;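 note: peak over basal fluorescence ratio during 140 s after agonist addition; 0% = ACh EC80 plus DMSO and 100% = DMSO alone without agonist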
M5 antag: human M5 muscarinic receptor antagonists, primary screen, CHO cells, Fluo-8 calcium fluorescence; AID 624040, 2012; Muscarinic acetylcholine receptor M5 (Homo sapiens), P08912; 360,000 compounds, 0.59% hits; inhibition, % at 3 µM; CHO-hM5 cells, ACh EC80;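 active = inhibition above a per-plate cutoff, the mean of that plate's test compounds plus 3 SD, cut at about 27% in these data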;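 note: 0% = acetylcholine EC80 with DMSO and 100% = DMSO without agonist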
CHRM4 antagonist: human M4 muscarinic receptor antagonists, primary screen, CHO cells, Fluo-8 calcium fluorescence; Muscarinic acetylcholine receptor M4 (Homo sapiens), P08173; CHO-hM4 cells, ACh EC80; AID 624125, 2012; 360,000 compounds, 0.73% hits; inhibition, % at 3 µM;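 active = inhibition above its plate's cutoff, the mean inhibition of sample wells plus 3 SD, cut at about 27% in these data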;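 note: 0% = acetylcholine EC80 with DMSO and 100% = DMSO without agonist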
CHRM4 agonist: human M4 muscarinic receptor agonists, primary screen, CHO-K1 cells, Fluo-8 calcium fluorescence; CHO-K1 hM4/Gqi5; vehicle 0%, full acetylcholine response 100%; activation, % at 3 µM; 360,000 compounds, 0.14% hits; AID 624127, 2012;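 active = activation above the run mean over all test wells plus 3 SD, cut at about 32% in these data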;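 note: peak over basal fluorescence ratio per well then scaled between controls; 0% = DMSO wells and 100% = acetylcholine at EC100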
Numbers without * were called inactive. Rows were taken by chance, and some 2.8% of all compounds hit somewhere here.

nr | SMILES | M5 ag | CHRM4 antagonist | CHRM5 PAM | M1 antag | M1 PAM
1 | O=C(NNC(=S)Nc1ccc(Cl)cc1)c1ccccc1OC(F)F | 5 | 6 | -10 | 6 | -3
2 | C=CCn1c(Cc2ccc(OC)cc2)nnc1SCc1nc2ccccc2c(=O)[nH]1 | 2 | 6 | 1 | -4 | -8
3 | Cc1ccccc1C(=O)Nc1ccc(N2CCOCC2)nc1 | -2 | -3 | -3 | -6 | 12
4 | COc1ccc(C2CC(c3ccc(OC)cc3OC(C)=O)=NN2C(=O)c2ccccc2)cc1 (stereo not drawn) | 2 | -7 | -8 | -2 | 1
5 | COc1ccc(-n2c(=O)c3ccccc3n(CC(=O)c3ccccc3)c2=O)cc1OC | -1 | -2 | -6 | -7 | 6
6 | CCCSc1oc(-c2ccco2)nc1S(=O)(=O)c1ccccc1 | -2 | 0 | 2 | -6 | 2
7 | CC(=O)Nc1ccc(NC(=O)COC(=O)C2(c3ccc(Cl)cc3)CCCC2)cc1 | 16 | 8 | -14 | 15 | -7
8 | O=C(NC(N1CCCCCC1)C(Cl)(Cl)Cl)c1ccccc1Cl (stereo not drawn) | -3 | 1 | 1 | 0 | 4
9 | C=CCn1c(SCC(=O)NC2CC2)nc2sc(CC)cc2c1=O | -10 | -4 | -4 | 6 | -16
10 | COC(=O)c1cccc(NC(=O)COc2cccc([N+](=O)[O-])c2)c1 | 0 | -5 | 1 | 3 | 2
11 | O=Cc1ccc(OCc2cn3ccccc3n2)cc1 | -2 | 2 | 2 | 0 | 3
12 | CCOc1ccc(NC(=O)C2CCCN2S(=O)(=O)c2ccc(OCC)cc2)cc1 (stereo not drawn) | -3 | -11 | 12 | -11 | 10

nr | CHRM4 agonist | M5 antag | CRFBP-R2 agonist | M4 PAM
1 | 6 | 2 | 51* | -6
2 | 1 | 3 | -1.3 | -2
3 | 1 | -2 | 0.6 | 9
4 | 0 | 2 | 0.3 | -1
5 | 0 | 13 | -0.5 | 0
6 | 4 | -6 | -0.4 | -7
7 | 15 | 14 | 1.4 | -9
8 | 1 | 0 | -2.0 | 10
9 | 1 | -1 | -0.4 | -5
10 | 7 | -2 | 0.1 | -4
11 | 0 | -6 | 0.4 | -3
12 | 1 | -12 | -0.6 | 3

The final 5 records of the section above are carried over, then new ones follow:
nr | SMILES | M5 ag | CHRM4 antagonist | CHRM5 PAM | M1 antag | M1 PAM
8 | O=C(NC(N1CCCCCC1)C(Cl)(Cl)Cl)c1ccccc1Cl (stereo not drawn) | -3 | 1 | 1 | 0 | 4
9 | C=CCn1c(SCC(=O)NC2CC2)nc2sc(CC)cc2c1=O | -10 | -4 | -4 | 6 | -16
10 | COC(=O)c1cccc(NC(=O)COc2cccc([N+](=O)[O-])c2)c1 | 0 | -5 | 1 | 3 | 2
11 | O=Cc1ccc(OCc2cn3ccccc3n2)cc1 | -2 | 2 | 2 | 0 | 3
12 | CCOc1ccc(NC(=O)C2CCCN2S(=O)(=O)c2ccc(OCC)cc2)cc1 (stereo not drawn) | -3 | -11 | 12 | -11 | 10
13 | CCCCc1nc2ccccc2c(=O)n1NC(=O)c1c(O)c2c(n(CC(C)C)c1=O)CCCC2 | 1 | 17 | -2 | -6 | 8
14 | CCN(CC)C(=O)CC(c1cc(OC)c(OC)c(OC)c1)c1c(OC)cc(OC)c2ccc(=O)oc12 (stereo not drawn) | 0 | -2 | 6 | -4 | 14
15 | COC(=O)c1cc(=O)n(Cc2cccs2)c(=Nc2ccc(F)cc2)s1 | 0 | -9 | 4 | -7 | 9
16 | CCn1cc(/C=C(\NC(=O)c2cc(OC)c(OC)c(OC)c2)C(=O)N2CCOCC2)c2ccccc21 | 1 | -2 | -4 | 2 | 6
17 | CC1CCC(NC(=O)c2cc(S(=O)(=O)N(C)C)ccc2N2CCCC2)CC1 (stereo not drawn) | -2 | 4 | 2 | -15 | 11
18 | CN=C(Nc1cc(C)nn1CCC#N)c1ccccc1 | 1 | -7 | -7 | 1 | 6
19 | COc1cccc(CNC(=O)CCNC(=O)c2ccc(Br)o2)c1 | -4 | -5 | -3 | 1 | 0
20 | CCc1ccc(N(CC(=O)NC(C)C)C(=O)CCC(=O)Nc2ccccn2)cc1 | 2 | 3 | -2 | -7 | 10
21 | Cc1nc(N2CCN(C)CC2)c2cc(-c3ccccc3)sc2n1 | -4 | -1 | 2 | -13 | 13
22 | CC(C)C[C@H]1CNC(=S)N1CC1CCCN1C[C@H](Cc1ccc(O)cc1)N1C[C@H](Cc2ccccc2)N(CC2CCCCC2)C1=S (stereo partly drawn) | 1 | -14 | 0 | -19 | 5
23 | COc1ccc(CNC(=O)c2cc(-n3cnnc3)ccc2Cl)cc1 | -2 | 10 | -5 | -5 | 1
24 | CC(C)CCOP(=O)(c1ccc(N(C)C)cc1)C(O)c1ccccn1 (stereo not drawn) | -3 | -11 | 6 | -15 | 9

nr | CHRM4 agonist | M5 antag | CRFBP-R2 agonist | M4 PAM
8 | 1 | 0 | -2.0 | 10
9 | 1 | -1 | -0.4 | -5
10 | 7 | -2 | 0.1 | -4
11 | 0 | -6 | 0.4 | -3
12 | 1 | -12 | -0.6 | 3
13 | 0 | -1 | 6.2 | 5
14 | 0 | 2 | 0.5 | 5
15 | 0 | -4 | 4.4 | 5
16 | 3 | 0 | -1.4 | 2
17 | 1 | 4 | -1.5 | 14
18 | 2 | 3 | -0.8 | 7
19 | 1 | 4 | -1.8 | 1
20 | 0 | 0 | 0.4 | -2
21 | 2 | 17 | 3.4 | 0
22 | 0 | 1 | 0.9 | 0
23 | 0 | 7 | -0.8 | -1
24 | 1 | -1 | -0.2 | 23

Later entries
nr | SMILES | M5 ag | CHRM4 antagonist | CHRM5 PAM | M1 antag | M1 PAM
25 | C/C(=N\N1CCN(c2ccc(Cl)cc2)CC1)c1cccc([N+](=O)[O-])c1 | -1 | -2 | -3 | 0 | 6
26 | NS(=O)(=O)c1ccc(CNC(=O)c2ccc(C(=O)c3ccccc3)cc2)cc1 | -4 | -3 | 1 | -13 | 4
27 | COc1ccc(C(C(=O)NC2CCCC2)N(C(=O)c2snc(C(N)=O)c2N)C2CCCC2)cc1OC (stereo not drawn) | -4 | 1 | -2 | -3 | 6
28 | CCOc1ccc(OCC)c(NS(=O)(=O)c2cn(C)cn2)c1 | -3 | -4 | 1 | -1 | 5
29 | Cc1ccccc1CN(C)C1CCN(C)CC1 | -3 | -11 | -3 | -5 | 4
30 | COc1ccccc1Nc1nc(-c2cccc([N+](=O)[O-])c2)cs1 | -2 | -10 | -6 | -11 | 2
31 | O=c1[nH]c(C(F)(F)F)nc2ccccc12 | -2 | -1 | -3 | -25 | 4
32 | COCCCNC(=O)CCn1c(=O)c2ccccc2n(CC(=O)Nc2ccccc2C)c1=O | 0 | 7 | -3 | -28 | 0
33 | C/C(N)=C(/C#N)C(=O)COC(=O)c1ccc(C)c(S(=O)(=O)N2CCCCC2)c1 | 8 | -4 | 33* | -2 | 5
34 | O=C(CCC(=O)c1cccs1)Nc1nnc(C2CC2)s1 | -1 | 7 | -6 | 9 | 4
35 | O=C(O)/C=C/C(=O)Nc1nc(-c2ccc3ccccc3c2)cs1 | -1 | -5 | 0 | -5 | 13
36 | CC(C)C(=O)N(c1ccc2oc(=O)sc2c1)S(=O)(=O)c1ccccc1 | -1 | 9 | -9 | 13 | 1

nr | CHRM4 agonist | M5 antag | CRFBP-R2 agonist | M4 PAM
25 | 1 | 8 | 0.7 | -1
26 | 1 | 14 | -2.3 | 1
27 | 1 | 10 | 0.8 | -3
28 | 1 | -1 | 9.2 | -2
29 | 0 | 7 | 0.4 | -8
30 | -1 | 6 | -1.7 | -2
31 | 0 | -4 | 0.5 | 0
32 | 0 | -9 | -1.6 | 18
33 | 5 | 6 | -2.1 | 6
34 | 0 | 8 | 0.2 | -7
35 | 0 | 16 | 7.6 | 2
36 | 1 | 7 | -3.4 | -3

Shown as a hit in CRFBP-R2 agonist, of those listed so far:
#	Structure	M5 ag	CHRM4 antagonist	M1 antag	M1 PAM	CHRM4 agonist	M5 antag	CRFBP-R2 agonist	M4 PAM
1	O=C(NNC(=S)Nc1ccc(Cl)cc1)c1ccccc1OC(F)F	5	6	6	-3	6	2	51*	-6

The results go on:
nr | SMILES | M5 ag | CHRM4 antagonist | CHRM5 PAM | M1 antag | M1 PAM
37 | COc1cc(/C=N/NC(=O)c2cccnc2)ccc1OC(=O)c1ccc2c(c1)OCO2 | 0 | -3 | -46 | -8 | 2
38 | CCCC1C(C#N)=C(N)Oc2cc(C)n(C)c(=O)c21 (stereo not drawn) | 2 | -6 | 1 | 2 | 9
39 | O=C(NCC(c1ccco1)N1CCc2ccccc21)c1cccc(F)c1 (stereo not drawn) | -6 | -18 | 3 | -18 | 13
40 | Cc1cc(C)cc(OCCn2nnc3ccccc32)c1 | 0 | 5 | -5 | 2 | 5
41 | COc1ccc2c(CC(=O)Nc3ncc(C)s3)coc2c1 | 1 | 3 | -3 | -2 | 4
42 | CC1(C)NC(=O)N(CCC(=O)Nc2cc(C(F)(F)F)ccc2Cl)C1=O | 2 | -9 | -1 | -1 | 10
43 | COC(=O)c1ccccc1NC(=O)CN1C(=O)CSC1=O | 3 | 4 | 9 | -8 | 8
44 | CC1=Nc2ccc(Br)cc2C(c2ccccc2)N1CC(=O)O (stereo not drawn) | 2 | 4 | -1 | -5 | 7
45 | CC(OC(=O)c1cc[n+]([O-])cc1)C(=O)NCc1ccccc1 (stereo not drawn) | -1 | -24 | -7 | -13 | 8
46 | Cc1cccc(NC(=O)N(Cc2nc3ccccc3c(=O)[nH]2)C2CCCC2)c1 | 0 | -2 | -1 | -19 | 4
47 | O=C(Nc1ccccc1)C1CCCN1S(=O)(=O)c1cccs1 (stereo not drawn) | 1 | -5 | 0 | -13 | 9
48 | CCOC(=O)C(C(C)=O)C(c1ccc(OCCC(C)C)cc1)C(C(C)=O)C(=O)OCC (stereo not drawn) | 3 | -11 | 2 | -8 | 2

nr | CHRM4 agonist | M5 antag | CRFBP-R2 agonist | M4 PAM
37 | 14 | 1 | 6.9 | -10
38 | 0 | -2 | -1.8 | 10
39 | -1 | -11 | -5.1 | 2
40 | -2 | 8 | 1.1 | 5
41 | 0 | 3 | 1.9 | -3
42 | 1 | 8 | 0.9 | 11
43 | 0 | -9 | 1.4 | 12
44 | 1 | -5 | -0.8 | 11
45 | 0 | 3 | 5.5 | 13
46 | 1 | 1 | 0.2 | 6
47 | 2 | 1 | 4.5 | 15
48 | 3 | 4 | -1.6 | 1
